Screens from PubChem.
Tau fluor cs = counter-screen for tau fibril formation inhibitors. tau K18 P301L (four-repeat tau fragment) Alexa594 fluorescence, heparin fibrillization. Potency, µM (highest dose often 57.7 µM), for inactives: at the highest dose activity change, negative = decrease. 280,000 tested, 0.93% active; note: potency is the fitted concentration of half-maximal effect; % is set by controls: 0 for no effect and ±100 for the full control effect; nearly all actives have a fitted effect of over 55% in size
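Human K18 P301L tau (15 uM unlabeled plus 0.24 uM Alexa 594-labeled, final) in 100 mM sodium acetate pH 7 was mixed with compound and 20 uM heparin and incubated 6 hr at 37 C.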
GLA spleen mod = inhibitors or activators of human alpha-galactosidase in spleen homogenate; P06280; human spleen homogenate, 4MU-alpha-Gal fluorescence, 40 min; Potency, µM (doses to about 80 µM), for inactives: at the highest dose activity change, negative = inhibition, hits mostly inhibitors; 240,000 tested, 0.008% active;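 note: potency is the fitted concentration of half-maximal effect; 0% = enzyme with vehicle and -100% = no enzyme basal signal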
Target sequence (P06280 32-429 limits assumed): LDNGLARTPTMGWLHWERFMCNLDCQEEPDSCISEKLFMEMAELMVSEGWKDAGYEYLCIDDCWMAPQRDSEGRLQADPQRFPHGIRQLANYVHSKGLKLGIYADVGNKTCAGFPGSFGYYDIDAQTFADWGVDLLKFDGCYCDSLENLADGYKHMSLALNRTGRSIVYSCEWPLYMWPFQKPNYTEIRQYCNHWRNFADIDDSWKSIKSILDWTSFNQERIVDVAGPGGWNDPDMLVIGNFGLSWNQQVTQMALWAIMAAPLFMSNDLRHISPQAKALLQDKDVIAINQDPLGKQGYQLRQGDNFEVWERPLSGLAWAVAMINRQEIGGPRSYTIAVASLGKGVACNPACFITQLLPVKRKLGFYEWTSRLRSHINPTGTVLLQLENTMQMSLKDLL
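Spleen homogenate 1 ug + cpd (titration) + 4-MU-alpha-D-galactopyranoside 1 mM; 37C 40 min; 50 mM citrate/phosphate pH 5.0, 0.01% Tween-20; stop pH 10; fluorescence 365/440; AC50 via Hill.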
Epigenetic reg = regulators of epigenetic silencing causing reporter derepression in mouse cells; murine LDR cells, GFP reporter derepression, 30 h; Potency, µM (series often up to 53.9 µM), inactives show at the top dose GFP activation, most hits filed as activators; 280,000 tested, 0.2% active; AID 1865; note: potency is the fitted concentration of half-maximal effect; % of control where 0% means no effect; nearly all actives have a fitted effect of over 60% in size
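Readout is the number of GFP-expressing murine LDR cells, counted by cytometry following washing. Cells were treated with compound for 30 h at 37 C; the stably integrated CMV-GFP locus is normally silent.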
TRb-SRC2 inh = inhibitors of human thyroid hormone receptor beta-SRC2 interaction. P10828. TRbeta-SRC2 peptide binding, fluorescence polarization; receptor liganded with 1 µM T3. Potency, µM (doses to about 106 µM), for the others: at the top dose activity change, negative = inhibition, hits mostly inhibitors. 280,000 tested, 0.065% active. AID 1469;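 note: potency is the fitted concentration of half-maximal effect; plate controls were bound peptide for no effect and peptide without receptor for full effect; nearly all actives have a fitted effect of over 50% in size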
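Read-out is fluorescence polarization (555 nm excitation, 632 nm emission) of a Texas Red SRC2 coactivator peptide; loss of signal reflects blocked binding to human TRb ligand-binding domain in the presence of 1 uM T3.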
CBFb-RUNX1 inh = CBF-beta/RUNX1 interaction disruption. Q01196+Q13951. AlphaScreen CBFb-His/RUNX1-biotin binding, biochemical. Potency, µM (series often up to 59.8 µM), inactives show top-dose activity, negative = inhibition, hits mostly inhibitors. 230,000 tested, under 10 active; note: % of control where 0% means no effect
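CBFb-His/RUNX1-biotin, 30 nM each, preincubated 20 min RT; compound 15 min RT; Ni + streptavidin beads 50 ng each, 90 min RT; AlphaScreen read.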
Tau FP inhib = blocks human tau fibril formation measured by polarization; P10636; K18 P301L tau heparin fibrillization, Alexa594 FP, 6 h; Potency, µM (top dose mostly 57.7 µM), inactives show at the highest dose activity, negative = inhibition, usual class: inhibitors; 280,000 tested, 0.39% active; AID 1468; note: potency is the fitted concentration of half-maximal effect; % is set by controls: 0 for no effect and ±100 for the full control effect; nearly all actives have a fitted effect of over 55% in size
Target sequence (P10636 561-689 P618L limits assumed): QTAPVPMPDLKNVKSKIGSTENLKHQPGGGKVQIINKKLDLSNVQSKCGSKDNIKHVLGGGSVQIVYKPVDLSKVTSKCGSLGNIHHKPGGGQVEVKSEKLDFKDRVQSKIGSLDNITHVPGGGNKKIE
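Human K18 P301L fragment (15 uM unlabeled plus 0.24 uM Alexa 594-labeled) in 100 mM sodium acetate pH 7 with compound, aggregation induced by 20 uM heparin for 6 hr at 37 C. ThT (30 uM) added for 1 hr, then Alexa 594 FP read.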
NPSR antag = blocks cAMP signaling of the human neuropeptide S receptor | CHO-NPSR cells, cAMP TR-FRET, antagonist mode | AID 1461 | Q6W5P4 | 220,000 tested, 1% active | Potency, µM (titrated, usually from 38.3 µM), without a hit: at the highest dose activity change, negative = inhibition, most hits filed as inhibitors; note: potency is the fitted concentration of half-maximal effect; % is set by controls: 0 for no effect and ±100 for the full control effect; nearly all actives have a fitted effect of over 50% in size; many of its hits are not listed in these tables
TR SRC2 fluor cs = counter-screen for TRb-SRC2 inhibitors: fluorescence interference; TRb/SRC2 Texas Red total fluorescence interference; Potency, µM (top dose mostly 106 µM), without a hit: at the highest dose fluorescence change, negative = quenching; 280,000 tested, 0.29% active; active = well fitted curve in either direction with a large enough effect; inconclusive = small, poorly fitted or top-dose-only effect; note: potency is the fitted concentration of half-maximal effect; % is set by controls: 0 for no effect and ±100 for the full control effect
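Human TRb ligand-binding domain at 0.6 uM with 20 nM Texas Red SRC2 peptide in Tris buffer containing 1 uM T3 and 5% DMSO, incubated with compound 5 h at ambient temperature. Total fluorescence (555/632 nm) calculated as parallel + 2 × perpendicular.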
Numbers without * were called inactive; ? = inconclusive; · = no result given; & = joins results of further samples; [ ] = dose if it differs, or a comment. Unless noted, calls come from the whole dose curve; as a rule, active = well fitted curve in the direction sought with a large enough effect; inconclusive = small, poorly fitted or top-dose-only effect, or another doubt; inactive = no such curve, though single readings can be large; an effect the other way counts as inactive or inconclusive.

nr	Molecule	Tau fluor cs	GLA spleen mod	Epigenetic reg	TRb-SRC2 inh
1	O=C(O)C(Oc1ccc2c(-c3ccccc3)cc(=O)oc2c1)c1ccccc1 (stereo not given)	2%	2%	1.0%	-2%
2	O=C(CCc1ccccc1)NCc1cccnc1	-1%	4%	0.0%	-2%
3	CC(C)(CN1CCN(c2ccccc2)CC1)NS(=O)(=O)c1ccccc1	?	?	1.6%	-2%
4	CCC1=C(OC(=O)N(CC)CC)N2C(=O)OC(=NCC3CC3)[C@]2(Cc2ccccc2)[C@H]2C1=CC[C@H]1C(=O)N(C)C(=O)[C@H]12	-6%&7%	2%&7%	1.6%&3.0%	1%&3%
5	CCc1ccc(S(=O)(=O)c2nnn3c2nc(NCc2ccccc2OC)c2cc(Cl)ccc23)cc1	-9%	·	1.4%	-5%
6	O=C(Nc1nnc(CCc2ccccc2)s1)c1cccs1	6%	-7%	0.8%	1%
7	COc1cccc(C(=O)Nc2ccc(C(=O)O)cc2)c1	-23%	?	4.1%	-4%
8	Cc1ccc(OCC(=O)O/N=C(\N)Cc2ccc(Cl)cc2)cc1	-24%	-2%	-1.9%	-6%
9	CN1C(=O)C(C(=O)NC(C)(C)C)C2c3ccccc3OC13CCCCC23 (stereo not given)	-19%	12%	-1.0%	8%
10	CC(=O)c1sc(NC(=O)c2ccc(C)c(C)c2)nc1C	1%	5%	5.2%	5%
11	COC(=O)Oc1ccc(/C=N/NC(=O)CN(c2ccccc2Br)S(C)(=O)=O)cc1OC	-3%	-4%	-0.9%	-8%
12	O=C(CC1SC(=O)NC1=O)Nc1ccc(Cl)cc1 (stereo not given)	-17%	9%	-0.4%	1%
13	O=C(O)Cc1ccc(NS(=O)(=O)c2c(Cl)cccc2Cl)cc1	-6%	4%	1.1%	3%
14	CCCc1noc(-c2ccc(-c3ccccc3)cc2)n1	-7%	9%	-1.1%	-2%
15	CCCC(=O)NCc1nc2cccnc2n1Cc1ccc(F)cc1	?	·	4.2%	0%

nr	CBFb-RUNX1 inh	Tau FP inhib	NPSR antag	TR SRC2 fluor cs
1	4%	-5%	10%	-1%
2	1%	3%	13%[46.1 µM]	-6%
3	-6%	1%	-4%	1%
4	11%&-22%	2%&2%	-8%	0%&0%
5	·	?	·	5%
6	12%	4%	-12%[46.1 µM]	-2%
7	5%	6%	-8%[46.1 µM]	-6%
8	?	-2%	?	-1%
9	5%	-7%	-11%[46.1 µM]	0%
10	-1%	-1%	-27%	-2%
11	3%	-1%	0%[46.1 µM]	-3%
12	-2%	-9%	-13%	-4%
13	11%	-9%	9%	-1%
14	11%	8%	-14%[46.1 µM]	-2%
15	·	?	·	1%

Following part
nr	Molecule	Tau fluor cs	GLA spleen mod	Epigenetic reg	TRb-SRC2 inh
16	Cc1cccc(CN2CCCC(C(=O)c3ccc4c5c(cccc35)CC4)C2)n1 (stereo not given)	-6%	10%	4.2%	0%[53 µM]
17	COc1ccc(S(=O)(=O)c2c(O)c3ccc(C(=O)NCc4ccc(F)cc4)cc3[nH]c2=O)cc1	-10%	·	4.1%	-2%
18	COc1ccc(/C=C/C(=O)N2CCN(c3ccccc3)CC2)cc1S(=O)(=O)N1CCOCC1	-4%	1%	1.4%	12%
19	COc1ccccc1NNC(=O)c1cccnc1Oc1ccccc1	-25%	-1%	-1.6%	-1%
20	CC(C)(C)OC(=O)NCCCCCNC(=O)c1[nH]cnc1C(=O)N[C@@H](CCCCNC(=O)OC(C)(C)C)C(=O)OC(C)(C)C	-16%	0%	0.0%	-7%
21	CC(C)N1CCc2c(sc(NC(=O)c3nc4ccccc4s3)c2C(N)=O)C1	-13%	10%	-4.2%	9%
22	O=C(Nc1ccc(Cn2cccn2)cc1)c1ccc(COc2ccc(Br)cc2)cc1	-8%	3%	0.1%	-13%
23	CCc1cc(-c2n[nH]c(=S)n2CC(C)C)cs1	-11%	7%	0.1%	-2%

nr	CBFb-RUNX1 inh	Tau FP inhib	NPSR antag	TR SRC2 fluor cs
16	-8%	-6%	32%	-2%[53 µM]
17	·	-9%	·	1%
18	0%	2%	-23%	0%
19	6%	-6%	-2%	0%
20	17%	-7%	?	-2%
21	?	0%	-9%	-5%
22	7%	-4%	-5%[46.1 µM]	-1%
23	-4%	11%	-9%	-6%

Single records, from the list above. Order of screens: Tau fluor cs | GLA spleen mod | Epigenetic reg | TRb-SRC2 inh | CBFb-RUNX1 inh | Tau FP inhib | NPSR antag | TR SRC2 fluor cs
Cc1cccc(CN2CCCC(C(=O)c3ccc4c5c(cccc35)CC4)C2)n1 (stereo not given) in the list: -6% | 10% | 4.2% | 0%[53 µM] | -8% | -6% | 32% | -2%[53 µM]
COc1ccc(/C=C/C(=O)N2CCN(c3ccccc3)CC2)cc1S(=O)(=O)N1CCOCC1 in the list: -4% | 1% | 1.4% | 12% | 0% | 2% | -23% | 0%
CC(C)(C)OC(=O)NCCCCCNC(=O)c1[nH]cnc1C(=O)N[C@@H](CCCCNC(=O)OC(C)(C)C)C(=O)OC(C)(C)C in the list: -16% | 0% | 0.0% | -7% | 17% | -7% | ? | -2%
COc1ccc(S(=O)(=O)c2c(O)c3ccc(C(=O)NCc4ccc(F)cc4)cc3[nH]c2=O)cc1 in the list: -10% | · | 4.1% | -2% | · | -9% | · | 1%
COc1ccccc1NNC(=O)c1cccnc1Oc1ccccc1 in the list: -25% | -1% | -1.6% | -1% | 6% | -6% | -2% | 0%

Some of the compounds tested; the hit share may differ from the screen's.
